Assay outcomes from PubChem BioAssay.
SUMO Mot1 rescue = blocks SUMOylation pathway, rescuing yeast Mot1-301 growth | AID 2716 | growth rescue, % at 18.8 µM | 320,000 tested, 1% active | S. cerevisiae Mot1-301 growth rescue, ATP luminescence, 38.5C; percent above DMSO median, 100 means doubled;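 active = every valid replicate shows activation above 250% relative to neutral control wells; inactive = the rest, any valid replicate at or below 250%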;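 also: OY570 slx delta 5 strain wells were the positive control but not used for scaling; some compounds called inactive have numbers as strong as hits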
phage Ecoli inh = E. coli growth loss with phage present | growth absorbance | inhibition, % at 11.9 µM | 360,000 tested, 0.26% active | AID 651602; in the data active = inhibition above about 11%
E coli growth = reduces bacterial viability in AddAB counter-screen; E. coli V3065 growth, OD600 absorbance, 18 h; inhibition, % at 11.9 µM; 330,000 tested, 0.27% active; AID 449728;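 active = inhibition above the campaign's mean inhibition across all tested compounds plus 3 SD, cut at about 9.9% in these data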;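 also: uninfected addAB+ strain grown without phage in ampicillin broth; 0% = DMSO wells and 100% = ciprofloxacin 0.95 µg/ml wells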
PfHsp90 yeast 2 = inhibits growth of yeast expressing Plasmodium falciparum Hsp90; S. cerevisiae expressing PfHsp90, BacTiter-Glo ATP, 48 h; yeast lacking PDR1 and PDR3 efflux regulators; inhibition, % at 9.4 µM; 310,000 tested, 0.32% active;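 active = every replicate shows inhibition above about 80%, whatever the replicate mean, limit read from the data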;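 also: 0% = DMSO neutral controls and 100% = 20 µM radicicol positive controls; yeast relying on Plasmodium falciparum Hsp90 in place of its own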
HTR5A inv ag = counter-screen for OPRM1-OPRD1 inverse agonists: human HTR5A inverse agonism. P47898. HTR5A cell line, luminescence. inhibition, % at 9.3 µM. 340,000 tested, 0.083% active; in the data active = inhibition mostly above about 23%, no sharp cut-off; inactive = mostly below about 18%;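 also: 0% = cells with DMSO and 100% = no-cell wells with DMSO; some compounds called inactive have numbers as strong as hits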
Target sequence (P47898 whole entry, looked up): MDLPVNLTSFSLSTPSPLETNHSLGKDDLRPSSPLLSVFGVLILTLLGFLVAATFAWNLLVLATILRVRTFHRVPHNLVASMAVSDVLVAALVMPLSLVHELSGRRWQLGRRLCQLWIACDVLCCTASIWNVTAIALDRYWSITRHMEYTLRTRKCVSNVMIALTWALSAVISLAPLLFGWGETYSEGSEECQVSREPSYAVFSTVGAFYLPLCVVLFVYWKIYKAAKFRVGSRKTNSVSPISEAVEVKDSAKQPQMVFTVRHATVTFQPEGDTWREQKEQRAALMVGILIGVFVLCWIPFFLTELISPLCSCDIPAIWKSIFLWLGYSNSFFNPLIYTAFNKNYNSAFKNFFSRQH
DSG3 Ab inh = inhibitors of pemphigus antibody binding to human desmoglein-3. binding (percent of control), % at 10 µM. P32926. 310,000 tested, 0.48% active. DSG3-coupled beads, scFv-anti-DSG3-GFP binding, flow cytometry; active compounds read low;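 active = binding more than 3 SD below its plate's average and above zero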;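 also: hits lower antibody fragment binding to DSG3; some compounds called inactive have numbers as strong as hits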
OPRM1-OPRD1 inv = inverse agonist of human OPRM1-OPRD1 heterodimerization; cell-based MOR-DOR heterodimer luminescence, inverse agonism; 340,000 tested, 0.21% active; P35372+P41143; inhibition, % at 9.3 µM; in the data active = inhibition above about 22%, passing the limit was not always enough;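 also: 0% = cells with DMSO and 100% = wells without cells with DMSO; values of inactives mirror those of a sister screen read the other way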
AddAB inh = less growth of phage-infected E. coli with AddAB | inhibition, % at 11.9 µM | AID 435030 | 330,000 tested, 0.29% active | E. coli expressing H. pylori AddAB, absorbance growth; in the data active = inhibition above about 12%;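 also: 0% = vehicle wells of infected cells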
PKA-R1A activ = activators of PKA-R1A complex; P00514+P68181; PKA-R1A dissociation, Cy5-IP20 fluorescence polarization; scaled: DMSO 0%, 113 µM cGMP 100%; activation, % at 11.4 µM; 340,000 tested, 0.083% active; AID 504707;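 active = percent activation above the mean of all tested compounds plus 3 SD, cut at about 19% in these data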;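 also: higher means more PKAc released from R1A so a rise in polarization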
HTR5A ag = HTR5A agonism, opioid heterodimer counter-screen | HTR5A agonist assay, luminescence, cell-based | activation, % at 9.3 µM | 340,000 tested, 0.61% active | AID 504692; in the data active = activation mostly above about 9.5%, no sharp cut-off; inactive = mostly below about 7.6%;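 also: 0% = cells with vehicle only and 100% = reference agonist; strong numbers were not always called active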
OPRM1-OPRD1 ag = OPRM1-OPRD1 heterodimerization agonism | P35372+P41143 | cells, luminescence | activation, % at 9.3 µM | 340,000 tested, 0.3% active | AID 504326; in the data active = activation above about 18%;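 also: 0% = vehicle-treated cells and 100% = reference agonist; values of inactives mirror those of a sister screen read the other way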
* hit, by the source's call; x = no result given. Compounds as they come. Share with any hit: about 3.2%.

#	SMILES	OPRM1-OPRD1 inv	phage Ecoli inh	E coli growth	AddAB inh	OPRM1-OPRD1 ag	SUMO Mot1 rescue	HTR5A ag	PKA-R1A activ	PfHsp90 yeast 2	DSG3 Ab inh	HTR5A inv ag
1	O=C(CCNC(=O)c1ccc(Br)cc1)Nc1cccc(S(=O)(=O)N2CCCCC2)c1	6	6.2	1.0	2.2	-1.1	-19	2	-8	x	117	-5
2	Cc1ccc(O)c(C2=NOC(O)(C(F)(F)F)C2)c1 (configuration not stated)	8	2.6	1.2	1.1	-1.3	1	4	3	-18	104	-21
3	O=C(NCc1ccco1)C1CCCN(c2ncnc3c2nc2n3CCCCC2)C1 (configuration not stated)	27	-0.1	0.1	0.5	-5.2	4	1	-1	-5	97	12
4	CCc1ccccc1NC(=O)CC(=O)Nc1ccccc1CC	-3	0.4	2.5	2.1	0.6	-21	5	-1	-2	104	-14
5	Cc1ccc(F)cc1NC(=O)c1cccc2nccnc12	9	2.7	-0.9	2.1	-1.7	5	1	-7	x	105	8
6	CCC(C)N(CCNC(=O)CC1Oc2ccccc2NC1=O)C1CCCCC1 (configuration not stated)	3	1.5	-5.8	-0.5	-0.6	227	1	-7	-43	103	-4
7	Cc1nonc1NC(=O)CSc1nc2ccccc2o1	0	-1.9	-2.1	-1.6	0.0	46	0	1	19	96	15
8	Clc1ccc(-c2noc(/C=C/c3ccccc3)n2)cc1	0	0.5	-0.3	1.4	0.1	8	4	-3	6	x	6
9	Cn1nc(C(=O)NCc2ccco2)c2ccccc2c1=O	-40	3.5	-0.2	0.8	6.7	7	-5	-3	21	103	13
10	COCCNC(=S)N/N=C1\CC(C)CC(C)(C)C1 (configuration not stated)	14	-0.6	-0.6	1.4	-3.2	3	7	5	8	x	24
11	COc1ccc(-c2csc3ncn(-c4ccccc4OC)c(=O)c23)cc1OC	1	-0.1	-1.4	3.0	-0.3	1	-4	-9	20	105	11
12	O=C(NN(c1ccccc1)c1ccccc1)c1ccccc1F	-16	0.5	-0.2	2.3	1.9	1	1	4	1	102	-16
13	CCOc1cc2[nH]c(=S)n(CCCN3CCOCC3)c(=O)c2cc1OCC	12	-1.4	0.2	1.9	-2.3	-25	-6	-10	14	97	0
14	COc1ccccc1C(=O)NCCC(=O)NCC(c1ccccc1)N(C)C (configuration not stated)	-4	2.4	0.8	1.5	0.8	-1	4	-3	4	x	-11
15	CC(C)[C@@H](C(=O)N1CCCC1)N1C(=O)N2CCc3c([nH]c4ccccc34)[C@@]2(C)C1=O	16	1.5	-1.3	4.4	-3.1	-9	6	7	9	103	-4
16	CCOC(=O)c1c(C)[nH]c(C=C2C(=O)CCCC2=O)c1O	3	1.8	-1.2	0.9	-0.7	10	6	7	1	113	-9
17	CC(C)=CCCC(C)CN1CCC(n2nccc2NC(=O)c2ccccc2)CC1 (configuration not stated)	3	1.6	-1.4	0.9	-0.6	19	-1	-4	1	108	11
18	CN1N=C(c2ccc(Cl)cc2)CC(c2ccc(Cl)cc2)C1=O (configuration not stated)	-19	4.5	0.5	-0.7	3.7	164	-1	-4	0	99	4
19	COc1cc(C(=O)N2C(=O)c3cccc(N)c3C2=O)cc(OC)c1OC	9	2.0	2.5	1.5	-1.8	0	-2	-6	7	118	6
20	COC(=O)CSc1nnc(CNC(=O)Cc2ccccc2)n1-c1ccccc1OC	4	x	1.5	2.0	-0.8	-9	-1	5	34	97	-28
21	CCOc1ccccc1C1CC(=O)NC2=C1C(=O)CCC2 (configuration not stated)	13	2.1	1.5	2.2	-3.1	1	4	0	-11	x	-10
22	O=C(Cc1ccsc1)OCC(=O)c1ccccc1	-1	2.6	0.7	-1.8	0.2	27	-2	4	9	117	7
23	CCOC(=O)CNC(=S)N(Cc1ccccc1)Cc1ccccc1F	-12	3.5	0.8	2.6	2.4	-21	0	-4	x	117	38
24	N/C(=N\OC(=O)C1CCCCC1)c1cccc([N+](=O)[O-])c1	-19	x	-1.7	2.0	3.4	12	2	15	-21	98	1
25	O=S(=O)(NCc1ccco1)c1ccc(S(=O)(=O)N2CCCC2)cc1	11	4.7	-1.3	0.5	-2.1	13	8	0	14	103	-22
26	COc1ccc2cc(-c3ccn[nH]3)ccc2c1	10	1.5	-7.0	-1.3	-1.8	83	1	1	-31	323	-6
27	Cc1ccc(NC(=O)C2CCCN(S(=O)(=O)c3c(C)noc3/C=C/N(C)C)C2)c(C)c1 (configuration not stated)	15	2.4	-0.3	2.9	-2.9	-2	-1	3	-16	105	2
28	FC(F)(F)c1ccccc1CNCc1ccc2c(c1)OCO2	12	0.6	x	x	-2.7	-13	-2	-14	-7	93	6
29	CC1(C)Cc2c(c(=S)nc(-c3ccccc3)n2CCO)CO1	-4	2.6	0.3	2.7	0.9	-10	1	9	-19	x	11
30	O=C(OCC(=O)N1CCCCC1)c1ccc2c(c1)C(=O)N(Cc1ccco1)C2=O	6	4.8	1.4	1.3	-1.2	19	-1	-17	1	102	4
31	COC(=O)[C@@]1(C)[C@H]2C(=O)N(C)C(=O)[C@H]2[C@H]2CN=C(SCC(=O)c3ccccc3)N21	12	1.6	2.9	-1.9	-2.5	x	-2	-2	-6	100	5
32	CC1(C)CC(=O)c2sc(NC(=O)C3CC3)nc2C1	4	1.8	-0.6	-1.5	-0.8	-3	4	6	27	102	-11
33	O=C(CN1CCN(Cc2cccc(Cl)c2)C1=O)NCc1cccs1	12	0.0	-1.4	-2.0	-2.4	-5	2	-4	11	90	0
34	Cn1c(N)c(C(=O)COC(=O)c2ccccn2)c(=O)n(C)c1=O	-3	4.1	0.7	3.9	0.6	23	3	-1	10	104	-10
35	CC(C)Cc1ccc(C(=O)Nc2ccc(Cc3ccncc3)cc2)o1	-6	1.2	x	x	1.2	34	2	-5	7	109	-9
36	CC(C)C(=O)c1cn(CC(=O)O)c2ccccc12	18	3.9	-2.6	1.0	-3.5	-5	1	-4	0	119	-2
37	Cc1nn(CCc2n[nH]c(=S)n2-c2ccc(F)c(Cl)c2)c(C)c1[N+](=O)[O-]	3	1.2	-0.7	0.9	-0.5	19	4	9	x	97	-20
38	COC(=O)c1ccc(C)c(NC(=O)CCCN2C(=O)NC(C)(C)C2=O)c1	15	6.0	0.0	0.1	-3.8	-13	2	-4	7	98	6
39	O=C(N/N=C\c1cccc(F)c1)c1ccc(Cn2cc(Br)c([N+](=O)[O-])n2)o1	-14	5.8	19*	27*	2.0	-1	0	-9	11	89	1
40	C#CCOCCOCCOCCNc1nc(N2CCN(C(=O)Cn3cc(CCCCN)nn3)CC2)nc(N2CCN(C(=O)[C@H](C)n3cc(CCC(=O)O)nn3)CC2)n1	10	3.0	x	x	-1.7	x	9	-5	12	112	-25
41	C=CCC[C@@H](Cc1ccc(F)cc1)C(=O)OC[C@H](Cc1c[nH]c2ccccc12)NC(=O)[C@@H](CC=C)CC(=O)NCCO	3	0.6	-3.3	0.1	-0.6	-17	4	-7	-8	98	-19
42	CC(=O)c1cccc(NC(=O)C2=CC(c3cccs3)=NS(=O)(=O)N2C)c1	12	5.1	-0.3	2.4	-2.3	-13	1	-3	28	x	-12
43	CC(C)Oc1ccc(C2CC(=O)N(c3cccc(Br)c3)C2=O)cc1 (configuration not stated)	x	1.1	0.8	1.5	x	6	x	x	x	113	x
44	Cc1cccc(OCCOCCN2CCOCC2)c1C	21	0.7	-2.1	2.3	-3.5	-7	3	3	25	96	8
45	CC(Sc1ncnc2sccc12)C(=O)Nc1ccc(S(=O)(=O)N2CCOCC2)cc1 (configuration not stated)	6	1.7	x	x	-1.5	x	1	3	-9	112	-3
46	S=c1[nH]nc(-c2cccnc2)n1/N=C/c1ccccc1	0	0.5	-0.3	1.6	0.1	-8	-6	-2	-18	104	-4
47	O=C(Nc1ccccc1)OCc1cncs1	5	4.0	2.0	1.8	-0.9	101	0	-8	14	96	28
48	N#Cc1ccccc1Cn1c(=O)oc2ccccc21	3	2.4	0.7	4.8	-0.6	-26	2	11	2	114	-7
49	Cc1c(C(=O)NCc2ccccc2)oc2ccc(S(=O)(=O)N3CCC4(CC3)OCCO4)cc12	2	1.4	-0.9	3.6	-0.3	-10	3	5	x	x	2
50	O=C(O)C1C(C(=O)Nc2ccc(Cl)cc2)C2C=CC1C21CC1 (configuration not stated)	8	2.8	1.7	0.5	-1.8	-20	-2	5	-23	101	4

Going on with the list.
#	SMILES	OPRM1-OPRD1 inv	phage Ecoli inh	E coli growth	AddAB inh	OPRM1-OPRD1 ag	SUMO Mot1 rescue	HTR5A ag	PKA-R1A activ	PfHsp90 yeast 2	DSG3 Ab inh	HTR5A inv ag
51	Cc1cc(C)cc(NC(=O)N2CCC(NC(=O)c3ccccc3C)CC2)c1	9	3.5	-2.4	-1.0	-1.6	-7	1	0	12	101	-2
52	O=S(=O)(c1ccc(NC(=S)N2CCN(c3ccc(O)cc3)CC2)cc1)N1CCOCC1	x	3.3	-1.0	3.4	x	24	x	x	43	98	x
53	O=C(NCC(c1cccnc1)N1CCN(c2ccc(F)cc2)CC1)c1ccco1 (configuration not stated)	1	2.5	-2.0	0.3	-0.1	342	-2	-13	13	137	-11
54	Cc1ccc(S(=O)(=O)NC(CC(C)C)C(=O)Nc2ccncc2)cc1 (configuration not stated)	-2	4.2	2.4	0.0	0.3	211	-4	2	8	93	9
55	Cc1ccc(S(=O)(=O)N2CCOCC2)cc1C(=O)OCC(=O)NCCc1ccc(F)cc1	-1	1.6	0.6	1.7	0.2	0	4	-14	1	x	-10
56	COc1cc(C(O)c2nc3ccccc3n2C)cc(OC)c1OC (configuration not stated)	1	1.8	-0.4	1.9	-0.1	-15	4	-2	-9	117	-17
57	N#CC1CC(c2ccccc2)=NN1c1ccccc1[N+](=O)[O-] (configuration not stated)	5	3.6	-0.9	2.4	-1.0	38	2	-7	5	94	-6
58	Cc1occc1C(=O)N1CCCc2ccccc21	-8	3.9	0.2	-0.5	1.3	8	5	-14	-2	109	1
59	Cc1ccc(N2CCN(/N=C/C=C/c3ccccc3)CC2)cc1	15	3.0	-1.2	2.8	-2.7	5	1	-8	15	126	-15
60	Cc1c(Cl)cnc(NC(=O)COC(=O)CCC(=O)c2cccs2)c1Cl	3	3.0	x	x	-0.4	x	-1	-7	-13	104	-6
61	Cc1ccc2nc(NCCC(=O)O)nc(-c3ccccc3)c2c1	-9	2.4	0.4	1.0	1.8	x	0	-9	-26	x	-6
62	OCC1(Cc2ccccc2)CCN(Cc2cccc(F)c2F)CC1	-6	4.5	1.8	3.7	1.2	4	-2	-3	13	100	-23
63	COc1ccc(CN/C(C)=C(/C#N)C(N)=O)cc1OC	11	2.5	0.2	-1.1	-2.0	15	0	-1	x	106	-9
64	C=CCSC(=S)Nc1c(C)n(C)n(-c2ccccc2)c1=O	-2	1.2	1.7	1.7	0.3	5	2	2	19	101	-4
